Screening results: PubChem BioAssay, National Center for Advancing Translational Sciences (NCATS)
ATXN2 expr inh – inhibitors of ATXN2 expression | hit rate 0.72% among 360,000 | HEK-293 ATXN2-luciferase reporter, luminescence, 24 h | Potency, µM (doses to about 57 µM), without a hit: at the top dose activity change, negative = inhibition, actives largely listed as inhibitors; also: potency is read from the fitted curve at half-maximal effect; % is scaled to controls: 0 for no effect and ±100 for the full control effect; nearly all actives have a fitted effect of over 55% in size
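qHTS (up to 57 uM final) was run with 24 h compound exposure of reporter cells at 37 °C. Each well was multiplexed: SteadyGlo luminescence measured ATXN2-luciferase expression after a fluorogenic Gly-Phe-AFC viability readout (25 uM final).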
EPAC2 ag – EPAC2 (human) agonism; Q8WZA2; hit rate 0.079% among 360,000; Potency, µM (doses to about 154 µM), without a hit: top-dose activation, hits mostly activators; EPAC2 activation, biochemical qHTS; response scale: 100% = 6.5 mM cAMP response; also: potency is read from the fitted curve at half-maximal effect; nearly all actives have a fitted effect of over 50% in size
Target sequence (Q8WZA2 whole entry, looked up): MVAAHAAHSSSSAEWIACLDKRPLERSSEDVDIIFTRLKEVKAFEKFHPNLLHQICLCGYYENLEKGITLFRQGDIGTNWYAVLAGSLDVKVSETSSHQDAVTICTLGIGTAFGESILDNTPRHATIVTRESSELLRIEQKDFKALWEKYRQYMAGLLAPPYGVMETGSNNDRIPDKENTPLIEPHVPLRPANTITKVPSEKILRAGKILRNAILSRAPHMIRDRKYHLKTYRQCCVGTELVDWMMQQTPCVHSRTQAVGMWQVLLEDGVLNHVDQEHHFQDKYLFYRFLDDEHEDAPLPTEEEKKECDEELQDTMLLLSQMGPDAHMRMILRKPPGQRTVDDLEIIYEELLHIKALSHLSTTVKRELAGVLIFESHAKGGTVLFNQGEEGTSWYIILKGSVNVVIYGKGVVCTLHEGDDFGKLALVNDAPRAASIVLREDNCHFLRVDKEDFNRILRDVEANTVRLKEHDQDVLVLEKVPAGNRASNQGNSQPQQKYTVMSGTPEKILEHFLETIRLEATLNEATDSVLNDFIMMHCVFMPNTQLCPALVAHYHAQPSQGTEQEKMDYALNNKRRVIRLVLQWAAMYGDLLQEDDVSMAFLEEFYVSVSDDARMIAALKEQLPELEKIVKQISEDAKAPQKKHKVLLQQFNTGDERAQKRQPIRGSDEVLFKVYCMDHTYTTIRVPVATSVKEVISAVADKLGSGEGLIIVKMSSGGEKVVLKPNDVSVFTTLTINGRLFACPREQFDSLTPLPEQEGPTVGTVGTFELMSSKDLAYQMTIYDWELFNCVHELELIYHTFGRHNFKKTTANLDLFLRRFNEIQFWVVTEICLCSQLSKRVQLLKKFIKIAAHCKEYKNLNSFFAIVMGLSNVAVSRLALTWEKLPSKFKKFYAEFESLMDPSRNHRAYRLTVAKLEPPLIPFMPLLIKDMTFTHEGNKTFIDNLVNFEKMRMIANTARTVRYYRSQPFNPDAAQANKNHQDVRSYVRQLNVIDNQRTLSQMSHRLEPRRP
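Compounds were added across a concentration range to EPAC2 (100 nM), RAP1B-BODIPY-GDP (250 nM) and GDP (50 uM). After 5 min at room temperature, fluorescence was recorded at 5-min intervals for 30 min.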
IL2 activator – IL-2 activation. hit rate 0.065% among 360,000. activation, % (series mostly up to about 46 µM). AID 652025. IL-2 activation reporter assay, cell-based qHTS; stimulated with anti-CD3/CD4/CD28 beads; in transgenic mouse T cells; in the data active = activation above about 50%; inconclusive = mostly about 30% to 49%; also: 0% is about no effect
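Readout is EGFP and DsRed signal by fluorescent plate cytometry after 18 h at 37 degrees C. Transgenic mouse T cells (750/well) received compound for 60 min before bead stimulation (anti-CD3, anti-CD4, anti-CD28); memory T cells served as non-tolerant control.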
Nrf2 block – blocks Nrf2 signaling; Potency, µM (series often up to 46 µM), for the others: at the top dose activity change, negative = inhibition, hits mostly inhibitors; AID 504444; A549 ARE-Fluc reporter, luciferase luminescence, 18-24 h; hit rate 2.1% among 360,000; also: potency is read from the fitted curve at half-maximal effect; % is scaled to controls: 0 for no effect and ±100 for the full control effect; nearly all actives have a fitted effect of over 60% in size
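Two sequential reads on A549 ARE_Fluc cells exposed to compound for 18-24 h: a CellTiter-Fluor fluorescence read for viability, then a luciferase luminescence read for Nrf2/ARE activity.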
ATXN viability – viability counter-screen for ATXN expression inhibitors. hit rate 0.49% among 400,000. S2 cells (HEK-293 line with an ATXN2-luciferase reporter) viability, CellTiter-Fluor protease fluorescence, 24 h. Potency, µM (doses to about 56.7 µM), usual class: cytotoxic; also: potency is read from the fitted curve at half-maximal effect; nearly all actives have a fitted effect of over 40% in size
TGFb inhibitor – blocks TGF-b signaling. HepG2 CAGA-GFP TGF-b/SMAD3 reporter, GFP fluorescence, 18 h; TGF-beta stimulated, 500 pg/mL final. Potency, µM (highest dose often 46.1 µM), for the others: at the highest dose activity, negative = inhibition, actives largely listed as inhibitors. hit rate 1.2% among 410,000; also: potency is read from the fitted curve at half-maximal effect; % is scaled to controls: 0 for no effect and ±100 for the full control effect; nearly all actives have a fitted effect of over 65% in size
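Per well, imaged GFP fluorescence of HEPG2 CAGA-GFP cells gives the signal; cells get compound, then TGF-beta (500 pg/mL final), 18 h at 37 degrees C; %Activity versus -TGF-beta and +DMSO controls.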
A549 viability – kills or reduces viability of A549 cells in Nrf2 counter-screen; A549 ARE-Fluc cells, CellTiter-Fluor viability, 18-24 h; Potency, µM (highest dose often 46 µM), without a hit: at the highest dose activity change, negative = cytotoxicity, usual class: inhibitors; hit rate 0.16% among 390,000; AID 504648; also: potency is read from the fitted curve at half-maximal effect; % is scaled to controls: 0 for no effect and ±100 for the full control effect
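Cytotoxicity counterscreen: CellTiter-Fluor fluorescence was measured in A549 ARE_Fluc cells after 18-24 h of compound exposure in a concentration series. The subsequent BugLite luminescent read reports ARE-luciferase activity.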
HepG2 tox – counter-screen for TGF-b inhibitors: cytotoxicity in HepG2 cells. AID 588856. HepG2 CAGA-GFP viability, ATP luminescence, 18 h. Potency, µM (top dose mostly 46.1 µM), inactives show at the highest dose activity change, negative = cytotoxicity, usual class: cytotoxic. hit rate 0.76% among 410,000; also: potency is read from the fitted curve at half-maximal effect; some results filed as inactive show a strong effect at the top dose
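CellTiter-Glo luminescence gave cytotoxicity after 18 hours at 37 degrees C. The cells were HepG2 CAGA-GFP in 1% FBS DMEM, stimulated with 500 pg/mL TGF-beta after compound addition. %Activity was normalised to no-cell wells (complete cell-killing) and DMSO (no toxicity), and curves were fitted and classified.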
Nrf2 activator – activates Nrf2 signaling; AREc32 ARE-luciferase reporter (MCF7-derived line), luminescence, 24 h; AID 624171; hit rate 0.31% among 410,000; Potency, µM (doses to about 46.1 µM), without a hit: top-dose activation, most hits filed as activators; also: potency is read from the fitted curve at half-maximal effect; % of control where 0% means no effect; nearly all actives have a fitted effect of over 65% in size
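AREc32_Fluc, 1000 cells/well, OPTI-MEM + 5% FBS, o/n 37 deg C 5% CO2; 23 nL cpd by pin tool, 24 hr; Steady-Glo 30 min RT, luminescence.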
The depositor's hits bear a star; i = inactive; ? = inconclusive; nt = not tested or not shown; & = joins results of further samples; ! = a repeat was not active; [ ] = another dose, or the depositor's remark. Unless noted, calls follow the shape of the dose curve; as a rule, active = well fitted curve in the direction sought with a large enough effect; inconclusive = small, poorly fitted or top-dose-only effect, or another doubt; inactive = no such curve, though single readings can be large; an effect the other way counts as inactive or inconclusive.

SMILES	ATXN2 expr inh	EPAC2 ag	IL2 activator	Nrf2 block	ATXN viability	TGFb inhibitor	A549 viability	HepG2 tox	Nrf2 activator
Cc1ccc(-n2nnnc2-c2cnc3ccc(Cl)cc3c2-c2ccccc2)cc1	-20.0%	-4.1%	-1.6	?	i	0.0%	-25.8%	-26.2%	-0.8%
O=C(c1ccco1)N1CCN(Cc2cc(=O)c(OCc3ccc(F)cc3)co2)CC1	4.9%	-2.0%	0.8	-21.9%	i	17.7%	-2.3%	-6.6%	-0.2%
CNC(=O)c1ccccc1NC(=O)C1CC(=O)N(c2ccc(OC)cc2)C1 (stereo not drawn)	-1.5%[11.3 µM]	1.7%	-1.2	-5.5%	i	0.4%	1.8%	0.2%	0.1%
Cc1ccccc1-n1nc2c(c1NC(=O)c1ccc3c(c1)OCO3)CS(=O)(=O)C2	-2.3%	3.5%	-1.2	-2.3%	i	4.6%	-1.7%	7.5%	-0.4%
CCOc1ccc(NC(=O)c2ccc3c(=O)n4c(nc3c2)CCCCC4)cc1	-7.3%	-6.5%	-3.7	?	i	5.9%	-0.1%&9.6%	8.91µM*!	0.2%&-0.3%
COc1cc(/C=N/NC(=O)CC2(C)OCCO2)cc(Br)c1O	nt	3.6%	-1.7	-27.9%	i	-13.1%	0.0%	-28.2%	0.3%
CC(C)CCOP(=O)(c1ccc(N(C)C)cc1)C(O)c1ccccc1F (stereo not drawn)	1.6%	-3.0%	-1.9	?	i	-2.0%	-20.4%	-8.3%	-0.3%
CCOP(=O)(OCC)C(NC(=O)Nc1ccc(Cl)c(Cl)c1)c1ccccc1 (stereo not drawn)	-12.0%	9.4%	-2.8	4.6%	i	-17.1%	-2.6%	0.9%	3.7%
COc1ccccc1N(C)S(=O)(=O)c1ccc(C)c(C(=O)NC(C)c2ccccn2)c1 (stereo not drawn)	-18.8%	-1.6%	-4.4	-12.8%	i	-2.1%	-4.2%	-9.7%	0.1%
CNS(=O)(=O)c1cccc(C(=O)NCC(c2ccco2)N(C)C)c1 (stereo not drawn)	-2.2%	9.0%	-0.9	-6.4%	i	14.0%	0.3%	5.5%	-0.5%
c1coc(-c2nnc3sc(Cc4cccs4)nn23)c1	1.4%	7.0%	2.3	3.5%	i	7.4%	16.3%	-38.3%	18.3%
CC(C)n1nnnc1SCC(=O)N1N=C(c2cccs2)CC1c1cccs1 (stereo not drawn)	57.5%[activator]	5.3%	-5.0	?	?	-10.7%	-2.9%	-29.7%	2.4%
CC(C)[C@H](NC(=O)N1CCn2c1nc1ccccc12)C(=O)N1CCCCC1	-21.2%	3.4%	0.0	-13.3%	i	-27.0%	-0.4%	-2.3%	-0.4%
C=C(C)C1Cc2c(C)nn(-c3cccc4cccnc34)c2C1 (stereo not drawn)	-2.3%	-3.6%	0.7	-15.0%	i	-15.4%	0.7%	-16.0%	0.6%
O=S1(=O)Cc2cc3ccccc3cc2C1	-15.8%	6.8%	0.6	-18.6%	i	?	-0.9%	9.8%	0.6%
Cc1cc(C)[n+](-c2ccc(F)cc2)c2[nH]c(=O)[nH]c(=O)c12	-8.3%	-2.1%	-3.3	9.2%	i	-3.1%	0.0%	-1.5%	0.2%
CC(C)Cc1cc(C(=O)N2N=C(C(F)F)CC2(O)C(F)F)c2ccccc2n1 (stereo not drawn)	-1.1%	-9.9%	2.9	?	?	-31.7%	-21.4%	-19.3%	-0.6%
O=C(C1CCCO1)N1CCN(S(=O)(=O)c2cc(F)ccc2F)CC1 (stereo not drawn)	-3.6%	3.1%	-0.2	11.2%	i	4.5%	-0.6%	-22.9%	0.1%
O=C(CCCCCCCC(=O)N1CCCCCC1)N1CCCCCC1	-3.7%	0.3%	-2.2	-16.9%	i	-9.6%	0.8%	-5.4%	0.2%
NC(=O)[C@@H]1CCCNc2c(I)cc([N+](=O)[O-])cc2C(=O)N[C@@H](Cc2ccccc2)C(=O)N[C@@H](Cc2cnc[nH]2)C(=O)N1	10.3%	12.1%	-0.8	2.9%	i	-15.3%	-12.5%	6.9%	0.4%
COc1ccc(NC(C)=O)cc1NC(=O)CSc1nnc(-c2ccccc2)n1N	-0.6%	6.1%	-2.1	15.6%	i	16.4%	1.8%	-10.5%	-0.8%
COCc1cc(C)nc2sc(C(=O)Nc3ccccc3Br)c(N)c12	-8.3%	-5.8%	2.2	-11.2%	nt	-0.6%	-5.1%	-4.3%	-0.3%
O=C(CCc1nnc2n(Cc3ccccc3Cl)c(=O)c3ccccc3n12)Nc1ccc(F)c(F)c1	nt	nt	nt	-19.3%	nt	-4.1%	-13.4%	-8.2%	-0.1%
O=C(O)c1c(-c2ccccc2)nnc2ccccc12	16.5%	2.1%	-3.1	1.0%	i	3.3%	-0.5%	11.2%	1.3%
COc1ccc(NC(=O)C2CC(c3ccccc3Cl)=NO2)cc1 (stereo not drawn)	5.4%	-3.3%	0.6	0.3%	i	0.6%	2.7%	7.8%	0.8%
CCCc1cc(=O)n2[nH]c(NCc3ccccc3Cl)nc2n1	3.5%	1.0%	-0.2	12.1%	i	28.3%	-8.1%	-9.8%	0.3%
N=C1C(c2ccccc2)=C(O)CN1c1cccc(O)c1	-19.4%	-7.2%	-0.1	0.1%	?	-1.5%	-3.3%	3.6%	-0.1%
O=C(c1cc(-c2ccccc2)nn1CC1CC(c2cccnc2)=NO1)N1CCOCC1 (stereo not drawn)	3.9%	4.3%	-0.7	20.5%	i	-0.1%	-3.2%	2.3%	-0.9%
COc1ccc(C2(CNC(=O)c3ccco3)CCOCC2)cc1	4.5%	-2.0%	-1.5	?	i	0.3%	3.0%	2.0%	-0.6%
Cc1ccc(NC(=O)COC(=O)c2cccnc2Cl)cc1S(=O)(=O)N1CCOCC1	-6.7%	9.1%	-0.3	-7.0%	i	-5.9%	2.6%	-0.7%	0.1%
CCOC(=O)c1c(C)nn(-c2ccc(NC(=O)/C=C/C(=O)O)cc2)c1C	?	3.9%	-1.2	?	i	-14.5%	-6.5%	-7.5%	-2.6%
O=C1CN(C(=O)N[C@@H](Cc2ccccc2)C(=O)N[C@H](Cc2ccccc2)C(=O)O)c2ccccc2N1	7.7%	6.6%	-0.3	-3.3%	i	-13.3%	9.2%	0.2%	-0.1%
COc1ccc(/C=C/C(=O)Nc2cccc(F)c2)cc1S(=O)(=O)N1CCOCC1	?	7.1%	-2.9	-7.8%	?	-26.2%	-5.4%	-12.8%	4.0%
COc1cc(/C=C/C(=O)OCC(=O)NC2CCS(=O)(=O)C2)ccc1OC(F)F (stereo not drawn)	nt	9.0%	2.6	6.2%	nt	-5.7%	6.8%	-19.1%	3.5%
COC(=O)c1cc(-c2cccs2)nn1-c1ccccc1	-4.0%	8.4%	-0.6	-13.1%	i	-9.6%	8.5%	-13.8%	-0.4%
CCc1ccc(CNC(=O)Cc2ccc(NC(=O)C3=C(C)OCCS3)cc2)cc1	7.0%	-3.3%	0.8	?	i	?	?	-8.4%	0.1%
O=C(NCCNC(=O)c1ccccn1)c1cccc(F)c1	6.1%	14.1%	0.3	-7.5%	i	2.5%	2.7%	-12.1%	0.3%
CC(C)(C)n1ncc2c(=O)n(CC(=O)NC3CCCCC3)cnc21	23.1%	-17.6%	1.5	?	i	17.2%	-10.0%	15.4%	0.1%
CCNc1nc(SCCOc2ccc(Br)cc2)nc(N(C)C)n1	nt	16.7%	0.5	0.7%	i	-7.7%	2.5%	2.0%	-1.0%
CN(C1CCCCC1)S(=O)(=O)c1ccc(Cl)c(C(=O)O)c1	2.0%	-1.1%	-1.5	5.3%	i	-5.9%	0.8%	-0.8%	-0.1%

Some of these compounds in order of their number in Nrf2 activator, smallest number first:
SMILES	EPAC2 ag	TGFb inhibitor	Nrf2 activator
COC(=O)c1cc(-c2cccs2)nn1-c1ccccc1	8.4%	-9.6%	-0.4%
O=C1CN(C(=O)N[C@@H](Cc2ccccc2)C(=O)N[C@H](Cc2ccccc2)C(=O)O)c2ccccc2N1	6.6%	-13.3%	-0.1%
COc1ccc(/C=C/C(=O)Nc2cccc(F)c2)cc1S(=O)(=O)N1CCOCC1	7.1%	-26.2%	4.0%

More records.
SMILES	ATXN2 expr inh	EPAC2 ag	IL2 activator	Nrf2 block	ATXN viability	TGFb inhibitor	A549 viability	HepG2 tox	Nrf2 activator
CC(C)C(=O)NC(NCC1CCCO1)C(Cl)(Cl)Cl (stereo not drawn)	3.2%	5.8%	0.2	-13.9%	i	-7.6%	?	0.0%	-2.0%
COC(=O)CCc1sc(NC2CCCCC2)nc1-c1ccc(OC)cc1	-6.1%	-1.2%	-0.3	-14.6%	i	-14.9%	0.1%	-4.5%	0.2%
CCC1CCCCN1C(=O)/C=C/c1ccc2c(c1)OCO2 (stereo not drawn)	15.9%	5.1%	-0.3	22.0%	i	3.2%	-0.7%	-3.1%	0.6%
CCN1CCN(C(=O)c2cc3c(OC)c(OC)c(OC)cc3[nH]2)CC1	nt	3.5%	0.0	8.2%	i	1.0%	3.0%	2.5%	-0.7%
Cc1nc2ccc(S(=O)(=O)NCC(=O)Nc3ccc(C)c(Cl)c3)cc2s1	nt	nt	nt	-9.0%	nt	nt	-2.4%	-13.4%	4.9%
O=C(COC(=O)c1cccnc1Cl)Nc1ccccc1OC(F)F	-11.4%	11.5%	0.8	-0.1%	i	4.8%	-0.7%	11.8%	-0.1%
S=C(NCc1ccc(Cl)cc1)N1CCN(c2ccccn2)CC1	-3.9%	2.5%	2.8	?	i	38.1%[activator]	5.6%	3.4%	1.5%
Cc1cc(OCC(=O)OCC(=O)N2CC(C)CC(C)C2)ccc1Cl (stereo not drawn)	9.2%	6.1%	0.6	1.2%	?	-4.8%	0.9%	2.3%	0.8%
